Assay outcomes deposited in PubChem BioAssay by National Center for Advancing Translational Sciences (NCATS).
TbPYK inhibitor = qHTS of Trypanosoma Brucei Inhibitors | Potency, µM (series often up to 76.8 µM), for the others: at the top dose activity, negative = inhibition, most hits filed as inhibitors | pyruvate kinase (Trypanosoma brucei), Q57TT1 | TbPYK enzyme, Kinase-Glo Plus ATP luminescence, 45 min | hit rate 0.12% among 410,000 | AID 624173, 2012; also: potency is read from the fitted curve at half-maximal effect; % is scaled to controls: 0 for no effect and ±100 for the full control effect; nearly all actives have a fitted effect of over 50% in size
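Quantitative HTS: titrated library compounds versus trypanosomal pyruvate kinase in TEA buffer (pH 7.2) containing KCl, MgCl2, BSA and Tween-20. Reactions were initiated with ADP, 130 uM final. Kinase-Glo Plus luminescence was read after 45 min at RT.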
Pf growth 96h = Primary qHTS for delayed death inhibitors of the malarial parasite plastid, 96 hour incubation; hit rate 6.9% among 320,000; P. falciparum luciferase reporter growth, 96 h; Potency, µM (top dose mostly 28.7 µM), for the others: at the top dose activity change, negative = inhibition, actives largely listed as inhibitors; also: potency is read from the fitted curve at half-maximal effect; % is scaled to controls: 0 for no effect and ±100 for the full control effect
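Compounds incubated with erythrocytes infected by luciferase-expressing P. falciparum (2% hematocrit, 0.05% parasitemia final) for 96 hours, 37 C in 5% CO2. Growth inhibition scored as decreased luciferase luminescence.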
Pf growth 48h = Primary qHTS for delayed death inhibitors of the malarial parasite plastid, 48 hour incubation | AID 504832, 2011 | hit rate 5.9% among 310,000 | P. falciparum luciferase growth in erythrocytes, 48 h | Potency, µM (titrated, usually from 28.7 µM), for the others: at the highest dose activity change, negative = inhibition, most hits filed as inhibitors; also: potency is read from the fitted curve at half-maximal effect; % is scaled to controls: 0 for no effect and ±100 for the full control effect
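Luminescence readout; reporter = integrated firefly luciferase in P. falciparum. RBC culture at 2% hematocrit, 0.1% parasitemia final, 37 C/5% CO2; decreased signal taken as growth inhibition.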
Cycloheximide cs = Cycloheximide Counterscreen for Small Molecule Inhibitors of Shiga Toxin | cell reporter, cycloheximide protein synthesis inhibition counterscreen | max response, % | hit rate 12% among 300,000; in the data active = max response mostly above about 13%, no sharp cut-off; inactive = mostly below about 14%; also: read at 38.3 µM for the half of the compounds with a filed dose; 0% is about no effect
AMA1-RON2 inh = qHTS for Inhibitors of AMA1-RON; Towards Development of Antimalarial Drug Lead: Primary Screen | Plasmodium falciparum AMA1 (3D7) - RON2 peptide interaction | AlphaScreen AMA1-biotinylated RON2 peptide binding | Potency, µM (titrated, usually from 58.2 µM), for inactives: at the top dose activity change, negative = inhibition, hits mostly inhibitors | hit rate 0.2% among 360,000;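 also: potency is read from the fitted curve at half-maximal effect; 0% = vehicle wells and -100% = peptide control; nearly all actives have a fitted effect of over 45% in size; some results filed as inactive show a strong effect at the top dose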
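AMA1 (3D7) with his tag at 25 nM final met compounds first, then biotinylated RON2 peptide at 25 nM; detection used donor plus acceptor beads, 10 µg/mL apiece, read by AlphaScreen after 30 min at room temperature.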
Shiga inhibitor = A qHTS for Small Molecule Inhibitors of Shiga Toxin | Vero cells, Shiga toxin protein synthesis inhibition reporter | inhibition, % at 38.7 µM | hit rate 9.2% among 290,000; in the data active = inhibition mostly above about 28%, no sharp cut-off; inactive = mostly below about 43%; also: 0% is about no effect
LmPK inhibitor = qHTS Assay for Inhibitors of Leishmania Mexicana Pyruvate Kinase (LmPK); purified LmPK, Kinase-Glo ATP luminescence, 1 h; AID 1721, 2009; Q27686; hit rate 0.37% among 290,000; Potency, µM (doses to about 57.5 µM), without a hit: at the top dose activity change, negative = inhibition, most hits filed as inhibitors; also: potency is read from the fitted curve at half-maximal effect; % is scaled to controls: 0 for no effect and ±100 for the full control effect
Target sequence (Q27686 whole entry, looked up): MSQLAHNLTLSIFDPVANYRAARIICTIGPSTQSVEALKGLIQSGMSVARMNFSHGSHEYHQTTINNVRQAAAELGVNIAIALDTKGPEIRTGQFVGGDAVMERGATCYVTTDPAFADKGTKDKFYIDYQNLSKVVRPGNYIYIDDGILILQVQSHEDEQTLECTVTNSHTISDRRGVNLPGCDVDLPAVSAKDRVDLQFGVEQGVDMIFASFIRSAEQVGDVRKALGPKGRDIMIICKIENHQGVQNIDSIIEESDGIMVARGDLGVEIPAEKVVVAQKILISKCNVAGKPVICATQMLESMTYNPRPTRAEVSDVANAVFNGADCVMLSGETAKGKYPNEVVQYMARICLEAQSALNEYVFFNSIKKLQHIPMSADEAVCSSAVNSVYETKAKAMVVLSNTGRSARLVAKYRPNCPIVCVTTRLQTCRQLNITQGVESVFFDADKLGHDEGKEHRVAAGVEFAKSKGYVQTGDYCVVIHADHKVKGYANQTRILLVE
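0.1 nM LmPK, 0.5 mM PEP, 0.1 mM ADP; 50 mM imidazole pH 7.2, 7 mM MgCl2, 50 mM KCl; 1 h RT. Kinase-Glo luminescence readout, normalized to no-enzyme (full inhibition) and uninhibited wells.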
Active calls of the source: *; ? = inconclusive; / = not tested or not shown; & = joins results of further samples; [ ] = dose if it differs, or a comment. Unless noted, calls follow the shape of the dose curve; as a rule, active = well fitted curve in the direction sought with a large enough effect; inconclusive = small, poorly fitted or top-dose-only effect, or another doubt; inactive = no such curve, though single readings can be large; an effect the other way counts as inactive or inconclusive. Outcome played no part in choosing rows; overall some 21% were active at least once.

SMILES	TbPYK inhibitor	Pf growth 96h	Pf growth 48h	Cycloheximide cs	AMA1-RON2 inh	Shiga inhibitor	LmPK inhibitor
CC(C)c1ccc(S(=O)(=O)c2cn(Cc3ccc(F)cc3)c3cc4c(cc3c2=O)OCO4)cc1	/	-5%	?	-4	/	-10	4%
COCCN1CCN(C(=O)C2CCC(=O)N(CCCc3ccccc3)C2)CC1 (configuration not stated)	2%	34%[activator]	-1%	-1	14%	-13	-12%
Cc1noc(C)c1C(=O)NC(C)C1CCCO1 (configuration not stated)	-7%	52%[activator]	5%	-5	3%	7	-5%
CCOC(=O)C1=C(CSc2nc(-c3ccncc3)ccc2C#N)OC(N)=C(C#N)C1c1cccnc1 (configuration not stated)	-2%	?	13µM*	2	-11%	30	-2%
CN(c1ccc(C(=O)N2CCOCC2)cc1)S(=O)(=O)c1ccc(Cl)cc1	-9%	15%	-20%	10*	-8%	34*	-1%
O=C(CCCCn1c(=O)[nH]c2ccsc2c1=O)NCC1CCCO1 (configuration not stated)	2%	-3%	3%	-2	3%	-7	2%
CCCn1nc(Oc2nc(N(C)C)nc(N(C)C)n2)ccc1=O	-6%	5%	34%[activator]	9	-11%	-8	-1%
C[N+]1(C)C2CCC1CC(OC(=O)c1c[nH]c3ccccc13)C2 (configuration not stated)	0%&0%	6µM*	?	/	13%	/	/
CC(=O)Nc1ccc(/C=N/NC(=O)CCN2CCN(c3ccccc3)CC2)cc1	-12%	-2%	-17%	-1	20%	-13	5%
CCN(C(=O)c1cn(C)c(=O)c2cc(OC)c(OC)cc12)c1ccccc1C	4%	/	5%	-2	-12%	-6	4%
COC(=O)C1=C(C)N(Cc2ccccc2)C(=NCC(C)C)N[C@H]1c1ccc(Br)cc1	/	54%[activator]	?	-5	/	1	-11%
O=C(CSCc1ccc(Cl)cc1)c1ccco1	/	27%	2%	21*	/	73	-4%
CNC(=O)n1ccc(C(=O)N2CCCCC2)n1	2%	/	15%	1	5%	-5	7%
CCCN(CC(=O)Nc1ccccc1C)C(=O)CCl	4%	1.7µM*	?	35	3%	22	1%
CCOc1ccc(CNC(c2ccccc2)c2ccccc2)cc1	2%	-71%	-14%	-2	51%[activator]	12	2%
COc1ccc(Cn2nnnc2CN(Cc2cc3cccc(C)c3[nH]c2=O)C2CCCC2)cc1	5%	24%	10µM*	1	9%	0	1%
CCOc1ccc(-c2ccc(/C=C3/C(=N)N4C(C)=CSC4=NC3=O)o2)c([N+](=O)[O-])c1	-4%	-18%	0%	6	16%	-5	-1%
CC(SCC(=O)NC12CC3CC(CC(C3)C1)C2)C(=O)O (configuration not stated)	3%	-2%	2%	-1	7%	-4	-2%
O=C(Cn1cnc2c(cnn2-c2ccccc2)c1=O)NC1CCCC1	-3%	25%	30%	8	-4%	9	1%
COC(=O)c1sc(NC(=O)/C=C/c2ccc(C)cc2)nc1C	-16%	43%[activator]	97%[activator]	9	13%	14	3%
Cc1ccnc(NC(=O)c2ccc(Cl)c(NC(=O)CCc3ccccc3)c2)c1	/	?	-26%	11	/	21	-3%
CCOc1ccc(NC(C)c2cc(Cl)ccc2O)cc1 (configuration not stated)	-15%	0%	-2%	-2	-8%	-10	3%
CCOC(=O)c1[nH]c2ccc(OC)cc2c1NC(=O)CCN1CCN(Cc2ccccc2)CC1	1%	74%[activator]	?	2	-7%	-4	3%
O=C(c1ccc(=O)[nH]c1)N(Cc1ccco1)C1(C(=O)NC2CCCC2)CCCCC1	0%	0%	/	-2	15%	-10	1%
O=C(CSc1nnc(SCc2ccccc2)s1)N/N=C/c1ccc(C(=O)O)cc1	-6%	24%	71%[activator]	-2	0%	9	-3%
CCOc1cc(C2NC(=S)NC(C)=C2C(=O)Nc2ccccc2)ccc1O (configuration not stated)	-4%	2%	-18%	-3	1%	8	-1%
CC(Sc1n[nH]c(N)n1)c1nc2scc(-c3cccs3)c2c(=O)[nH]1 (configuration not stated)	-9%	/	8%	-3	2%	-15	-2%
O=C(CCN1C(=O)C2C3C=CC(C3)C2C1=O)Nc1c(F)cc(F)cc1Br (configuration not stated)	-3%	2%	-23%	-2	9%	-12	-2%
COc1ccc(N(CC(=O)NC(C)c2ccccc2)S(=O)(=O)c2ccc(C)cc2)cc1 (configuration not stated)	-4%	?	-7%	-2	-4%	-5	0%
COCC(=O)Nc1nnc(Cc2ccc(OC)c(OC)c2)s1	0%	-12%	14%	6	-1%	33	7%
CC(OC(=O)c1cccs1)C(=O)NCc1ccc2c(c1)OCO2 (configuration not stated)	9%	41%[activator]	28%	-4	9%	-4	-1%
O=C(COC(=O)/C=C/c1ccc(OC(F)F)cc1)Nc1ccc(S(=O)(=O)N2CCCC2)cc1	-9%	-8%	-1%	-2	-7%	-30	4%
Cc1cc(NC(=O)COC(=O)C2=COCCO2)c([N+](=O)[O-])cc1C	5%	5%	23%	20	7%	45	3%
O=C(NCCc1ccccc1)/C(=C\c1ccccc1)NC(=O)c1ccco1	4%	-11%	?	1	17%	-8	3%
COc1ccccc1CNC(=O)COC(=O)c1cc([N+](=O)[O-])ccc1N1CCOCC1	-4%	?	0%	-2	4%	-3	-4%
CCN(CC)S(=O)(=O)c1ccc2c3c(cccc13)C(=O)S2	5%	?	3%	4	-9%	2	0%
CCn1c(SCC(=O)Nc2cccc(C)c2)nc2c(c1=O)SC(C)C2 (configuration not stated)	-8%	13µM*	?	2	-12%	15	6%
Cc1cc(Cl)ccc1-n1c(-c2cccnc2)n[nH]c1=S	14µM*	?	6%	6	45%[activator]	17	8.9µM*
COc1ccc(O)c(C(=O)c2cnn(C(=O)c3cccc(S(=O)(=O)N4CCOCC4)c3)c2)c1	2%	7%	37%[activator]	0	37%[activator]	-13	-2%
Cc1nc(-c2cccc(NC(=O)c3ccco3)c2)cs1	-2%	-22%	?	27*	4%	45	-5%

2 of the compounds above, in markdown:
| molecule | TbPYK inhibitor | Pf growth 96h | Pf growth 48h | Cycloheximide cs | AMA1-RON2 inh | Shiga inhibitor | LmPK inhibitor |
| --- | --- | --- | --- | --- | --- | --- | --- |
| CC(C)c1ccc(S(=O)(=O)c2cn(Cc3ccc(F)cc3)c3cc4c(cc3c2=O)OCO4)cc1 | / | -5% | ? | -4 | / | -10 | 4% |
| O=C(c1ccc(=O)[nH]c1)N(Cc1ccco1)C1(C(=O)NC2CCCC2)CCCCC1 | 0% | 0% | / | -2 | 15% | -10 | 1% |

Remaining list, next part.
SMILES	TbPYK inhibitor	Pf growth 96h	Pf growth 48h	Cycloheximide cs	AMA1-RON2 inh	Shiga inhibitor	LmPK inhibitor
Cn1cnnc1SCC(=O)Nc1ccc(Cl)cn1	2%	8%	19%	5	55%[activator]	51	-3%
CC(=O)C(Sc1ncnc2c1nnn2-c1ccc(F)cc1)C(=O)N(C)C (configuration not stated)	-23%	0%	13%	5	0%	17	-10%
CCOC(=O)c1c(C)[nH]c(C(=O)CN2CC(C)OC(C)C2)c1C (configuration not stated)	5%	1%	-6%	2	8%	-5	2%
COc1cccc(CNc2nccs2)c1O	-3%	7%	73%[activator]	24*	-5%	/	2%
COC(=O)C(C)Oc1ccc2c(c1)O/C(=C\c1cccc(Br)c1)C2=O (configuration not stated)	-10%	?	13µM*	2	-4%	-5	4%
Cc1nc2ccccc2n1CC(=O)N/N=C\C=C\c1ccccc1	3%	?	20%	3	19%	1	-2%
Cc1ccc(N(CC(=O)NC(C)(C)C)C(=O)CS(=O)CC(=O)Nc2ccc(F)cc2)cc1 (configuration not stated)	-13%	41%	12%	-3	-6%	9	2%
O=C1/C(=C/c2cccs2)SC(=S)N1CCCC(=O)N(CCO)c1ccccc1	1%	-14%	?	-9	-22%	-2	0%
N#Cc1c(SCC(=O)Nc2nccs2)nc2c(c1-c1ccco1)CCCC2	-10%	1%	20%	17*	4%	4	1%
CCCCN1C(=O)c2ccc(C(=O)Nc3cccnc3)cc2C1=O	4%	15%	4%	8	0%	6	2%
COc1ccc(NC(=O)CN2C(=O)CC(C)(C)S(=O)(=O)c3ccccc32)cc1	-6%	-6%	/	0	-4%	-6	-1%
S=c1[nH]nc2c3c4c(sc3ncn12)CCCC4	?	-2%	/	-3	128%[activator]	-5	?
C=CCn1c(C(C)NC(=O)CC)nc2ccccc21 (configuration not stated)	1%	-2%[5.75 µM]	9%	-2	-2%	-12	-2%
COC(=O)C1=C(C)OC(N)=C(C#N)C1c1cc2cccc(C)c2nc1Cl (configuration not stated)	/	69%[activator]	-5%	11	/	13	-1%
CC1(C)C(C=C(Cl)Cl)C1C(=O)Nc1ccc([N+](=O)[O-])cc1 (configuration not stated)	-8%	23%	?	-1	-20%	-6	0%
C=CCn1c(SCC(=O)N(CCO)CCO)nc2sc3c(c2c1=O)CCC3	3%	-24%	?	-1	-3%	-16	-2%
CC(C)S(=O)(=O)C1=NSC2=NC(=O)/C(=C\c3ccc(-c4cccc(C(=O)O)c4)o3)C(=N)N21	?	31%	43%[activator]	9	-3%	9	-23%
CCCOc1ccc(CN2CCOCC2)cc1OC	3%	0%	25%	8	-10%	12	0%
CCNC(=O)c1cccc(NC(=O)CN2C(=O)NC3(CCCCC3)C2=O)c1	11%	31%[activator]	1%	/	0%	/	/

Ordered by number of heavy atoms (low to high): some entries from above.
SMILES	TbPYK inhibitor	Pf growth 96h	Pf growth 48h	Cycloheximide cs	AMA1-RON2 inh	Shiga inhibitor	LmPK inhibitor
S=c1[nH]nc2c3c4c(sc3ncn12)CCCC4	?	-2%	/	-3	128%[activator]	-5	?
C=CCn1c(C(C)NC(=O)CC)nc2ccccc21 (configuration not stated)	1%	-2%[5.75 µM]	9%	-2	-2%	-12	-2%
CC1(C)C(C=C(Cl)Cl)C1C(=O)Nc1ccc([N+](=O)[O-])cc1 (configuration not stated)	-8%	23%	?	-1	-20%	-6	0%
CCCCN1C(=O)c2ccc(C(=O)Nc3cccnc3)cc2C1=O	4%	15%	4%	8	0%	6	2%
COC(=O)C1=C(C)OC(N)=C(C#N)C1c1cc2cccc(C)c2nc1Cl (configuration not stated)	/	69%[activator]	-5%	11	/	13	-1%
C=CCn1c(SCC(=O)N(CCO)CCO)nc2sc3c(c2c1=O)CCC3	3%	-24%	?	-1	-3%	-16	-2%
COc1ccc(NC(=O)CN2C(=O)CC(C)(C)S(=O)(=O)c3ccccc32)cc1	-6%	-6%	/	0	-4%	-6	-1%
Cc1ccc(N(CC(=O)NC(C)(C)C)C(=O)CS(=O)CC(=O)Nc2ccc(F)cc2)cc1 (configuration not stated)	-13%	41%	12%	-3	-6%	9	2%
